Screening results (PubChem BioAssay)
TrxR1 inh: qHTS Assay for Inhibitors of Mammalian Selenoprotein Thioredoxin Reductase 1 (TrxR1): qHTS | Thioredoxin reductase 1, cytoplasmic (Rattus norvegicus), O89049 | recombinant rTrxR1, NADPH fluorescence consumption, selenite substrate | Potency, µM (series often up to 114 µM), inactives show at the top dose activity change, negative = inhibition, most hits filed as inhibitors | hit rate 1% among 390,000 | AID 588453, 2011; further: potency means the concentration at half of the fitted maximal effect; on the % scale 0 is the no-effect control and ±100 the full control effect; nearly all actives have a fitted effect of over 65% in size
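Rat TrxR1 (90 nM in the dispensed reagent) was pre-reduced with 400 uM NADPH for 5 min at room temperature, then incubated with compound for 15 min. After 400 uM selenite was added, NADPH fluorescence (Ex 340/Em 450 nm) was followed for 8 min.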
TRHR enhancer: qHTS for Small Molecule Agonists and Allosteric Enhancers of Human TRH Receptor: Primary Screen for Enhancers; Thyrotropin-releasing hormone receptor (Homo sapiens), P34981; TRHR cells, fluo-8 calcium fluorescence, EC20 TRH enhancement; enhancement, % at 2 µM; hit rate 0.66% among 360,000; AID 493056, 2011; in the data active means enhancement above about 30%; further: 0% is about no effect
Target sequence (P34981 whole entry, looked up): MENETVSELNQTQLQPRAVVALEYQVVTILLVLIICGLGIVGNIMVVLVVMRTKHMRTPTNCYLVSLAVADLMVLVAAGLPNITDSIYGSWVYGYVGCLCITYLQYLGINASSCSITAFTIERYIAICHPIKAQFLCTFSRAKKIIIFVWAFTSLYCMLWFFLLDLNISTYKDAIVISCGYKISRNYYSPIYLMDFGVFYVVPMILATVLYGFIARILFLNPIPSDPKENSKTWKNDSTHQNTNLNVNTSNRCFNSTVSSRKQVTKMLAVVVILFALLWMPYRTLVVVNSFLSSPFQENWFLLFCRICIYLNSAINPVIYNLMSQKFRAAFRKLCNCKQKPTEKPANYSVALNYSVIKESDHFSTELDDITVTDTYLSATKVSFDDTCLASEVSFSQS
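Enhancer read-out: after compound pinning and an initial kinetic agonist-mode read, an EC20 of TRH (10 nM final) was injected and fluo-8 calcium signal (Ex 480/Em 530) followed at 1 s/cycle for 100 cycles in TRHR-expressing cells.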
USP1 inh: Inhibitors of USP1/UAF1: Primary Screen; recombinant USP1/UAF1, Ub-Rhodamine cleavage fluorescence; Ubiquitin carboxyl-terminal hydrolase 1 (Homo sapiens), O94782; Potency, µM (top dose mostly 57.1 µM), without a hit: at the top dose activity change, negative = inhibition, actives largely listed as inhibitors; hit rate 0.23% among 390,000; further: potency means the concentration at half of the fitted maximal effect; on the % scale 0 is the no-effect control and ±100 the full control effect; nearly all actives have a fitted effect of over 60% in size; inactives centre near -12
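1 nM enzyme complex + cpd, 15 min RT; start with Ub-Rho 150nM final; kinetic fluorescence ex 480/em 540, 6 reads q60 s. Buffer 50mM HEPES pH 7.8, 0.5mM EDTA, 0.1 mg/ml BSA, 1mM TCEP, 0.01% Tween-20.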
mIDH1 inhibitor: qHTS for Inhibitors of mutant isocitrate dehydrogenase 1 (IDH1): qHTS; Isocitrate dehydrogenase [NADP] cytoplasmic (Homo sapiens), O75874; hit rate 0.093% among 390,000; IDH1-R132H enzyme, NADPH consumption, diaphorase/resazurin fluorescence; Potency, µM (series often up to 76.6 µM), for the others: top-dose activity change, negative = inhibition, usual class: inhibitors; further: potency means the concentration at half of the fitted maximal effect; on the % scale 0 is the no-effect control and ±100 the full control effect; nearly all actives have a fitted effect of over 65% in size
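IDH1-R132H (0.5 ug/mL) preincubated 30 min with compound, then NADPH (0.016 mM) and alpha-KG (2 mM) added; 80 min at RT, pH 7.5. Remaining NADPH coupled via diaphorase/resazurin to fluorescence (540/590 nm); concentration-response curves normalized to no-enzyme control.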
D2 antagonist: HTS Assay for Allosteric Antagonists of the Human D2 Dopamine Receptor: Primary Screen for Antagonists. D(2) dopamine receptor (Homo sapiens), P14416. HEK293 TREx D2 cells, calcium flux, dopamine EC80. inhibition, % at 10 µM. hit rate 2% among 340,000; in the data active means inhibition above about 30%; further: 0% is about no effect
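Tetracycline-induced HEK293 TREx cells expressing D2 receptor forced-coupled to calcium signalling, loaded with no-wash calcium dye. Compounds added and calcium flux read 180 s, then dopamine added at EC80 and read a further 180 s.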
TrxR1 substrate: qHTS Assay for Substrates of Mammalian Selenoprotein Thioredoxin Reductase 1 (TrxR1): qHTS | purified TrxR1 substrate turnover, NADPH consumption readout | hit rate 0.01% among 390,000 | Thioredoxin reductase 1, cytoplasmic (Rattus norvegicus), O89049 | AID 588456, 2011 | Potency, µM (titrated, usually from 114 µM), inactives show at the top dose activity change, negative = substrate turnover; further: potency means the concentration at half of the fitted maximal effect; on the % scale 0 is the no-effect control and ±100 the full control effect; nearly all actives have a fitted effect of over 50% in size
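Rat TrxR1, dispensed at 90 nM, was prereduced with 400 uM NADPH (final) for 5 min at ~22 deg C, then incubated with compound 15 min before 400 uM selenite. A first-read NADPH fluorescence drop versus no-compound background flagged substrates.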
D2 agonist: HTS Assay for Allosteric Agonists of the Human D2 Dopamine Receptor: Primary Screen for Agonists | HEK293 T-REx D2 cells, calcium flux agonist mode | AID 485358, 2010 | activation, % at 2 µM | hit rate 0.53% among 340,000 | D(2) dopamine receptor (Homo sapiens), P14416;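 active means activation over 3 SD above normal in the single-dose calcium agonist read, cut at about 30% in these data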; further: 0% is about no effect
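Agonism is scored from calcium flux in a force-coupled, inducible HEK293 cell line expressing D2, read kinetically for 180 s after compound addition against dopamine controls.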
PI4K2A inh: qHTS for small molecular inhibitors of PI4K2A; purified PI4K2A, ADP-Glo luminescence, 1 h; stronger effect = lower value; hit rate 0.13% among 420,000; AID 1346378, 2018; Phosphatidylinositol 4-kinase type 2-alpha (Homo sapiens), Q9BTU6; activity change, negative = inhibition, % at 76.9 µM; in the data active means activity change below about -50%; inconclusive means mostly about -30% to -49%;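 further: -100% = wells without enzyme as full effect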
Target sequence (Q9BTU6 whole entry, looked up): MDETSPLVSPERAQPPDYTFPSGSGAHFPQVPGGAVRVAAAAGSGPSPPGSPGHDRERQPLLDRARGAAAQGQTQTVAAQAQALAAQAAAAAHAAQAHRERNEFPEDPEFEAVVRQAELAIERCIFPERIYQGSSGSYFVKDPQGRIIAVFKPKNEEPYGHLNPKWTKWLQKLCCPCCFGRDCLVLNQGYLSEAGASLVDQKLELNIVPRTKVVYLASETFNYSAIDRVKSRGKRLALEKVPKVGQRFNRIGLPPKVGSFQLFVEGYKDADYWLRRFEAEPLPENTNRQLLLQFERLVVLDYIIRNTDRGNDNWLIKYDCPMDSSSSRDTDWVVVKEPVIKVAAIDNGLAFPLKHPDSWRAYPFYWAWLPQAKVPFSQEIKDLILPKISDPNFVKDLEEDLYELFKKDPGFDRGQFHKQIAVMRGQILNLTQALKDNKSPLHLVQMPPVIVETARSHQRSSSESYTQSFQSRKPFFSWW
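In this quantitative HTS, ADP production by PI4K2A was quantified luminescently after 1 h at ambient temperature; 100 microM adenosine served as plate-quality control.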
TRHR agonist: qHTS for Small Molecule Agonists and Allosteric Enhancers of Human TRH Receptor: Primary Screen for Agonists; TRHR cells, calcium flux fluo-8, FDSS agonist mode; activation, % at 2 µM; hit rate 0.18% among 360,000; AID 493084, 2011; in the data active means activation above about 30%; further: 0% is about no effect
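Steps: seed TRHR cells overnight; add fluo-8 no-wash Ca dye, RT 30 min–1.5 h; record 10 s baseline; pin-transfer compounds; monitor fluorescence 1 cycle/s for the agonist window. Calcium increases flag candidate agonists.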
* marks the source's active call; other numbers are inactive results; ? = inconclusive; . = no result given; [ ] = another dose, or the depositor's remark. Unless noted, the call rests on the fitted dose curve; in most records, active means well fitted inhibition curve with a large enough effect; inconclusive means small, poorly fitted or top-dose-only effect; inactive means no such curve, though single readings can be large or run the other way.

SMILES | TrxR1 inh | TRHR enhancer | USP1 inh | mIDH1 inhibitor | D2 antagonist | TrxR1 substrate | D2 agonist | PI4K2A inh | TRHR agonist
C=CC[n+]1c(C)csc1Nc1ccc(C(=O)O)cc1 | 10% | -4 | -20% | 10% | 0 | -3% | -0.8 | -4 | 0.7
Cc1ccc(NC(=O)CN(C)S(=O)(=O)c2cccc3cccnc23)cc1 | ? | -4 | -25% | 0% | -10 | -14% | -0.2 | 1 | -0.1
Cc1cc(NC(=O)C(C)Oc2ccc(Cl)cc2Cl)n(-c2ccccc2)n1 (stereo unspecified) | 1% | -1 | -23% | 7% | -1 | -9% | -1.4 | 6 | -0.1
CN(C)C(=O)COC(=O)c1cccc(S(=O)(=O)N2CC3(C)CC2CC(C)(C)C3)c1 (stereo unspecified) | -5% | -3 | -4% | -5% | . | -8% | . | 1 | -0.2
COc1ccc(F)cc1C(=O)C1CCCN(Cc2ccc(Oc3ncccn3)cc2)C1 (stereo unspecified) | 26%[57.1 µM] | -2 | -3% | -3% | 49* | 10%[57.1 µM] | 0.3 | 2 | 0.3
Cc1nc2sc3c(c2c(=N)n1N)CC(C)(C)OC3 | -1%[57.1 µM] | -2 | -16% | 6% | 1 | 10%[57.1 µM] | -0.5 | 1 | 0.0
COc1cc2c(c(OC)c1O)C(=O)CO2 | 8%[57.1 µM] | 13 | -17% | 10% | -9 | 0%[57.1 µM] | 0.9 | -4 | 1.6
CCc1ccc(CNC(=O)c2cnc3sc(N4CCOCC4)nn3c2=O)cc1 | 8%[57.1 µM] | -2 | -11% | 5% | . | 38%[activator][57.1 µM] | 1.0 | -1 | -0.2
Cc1ccc(S(=O)(=O)N2CCC(C)CC2)cc1C(=O)NCCN1CCOCC1 | -1% | -3 | -19% | 5% | -4 | -6% | 0.7 | -1 | 0.1
CC(C)(C)NC(=O)CN(Cc1ccc2c(c1)OCO2)C(=O)CNS(=O)(=O)c1ccc(F)cc1 | 17%[0.0914 µM] | -1 | -16% | 0% | 0 | -10%[57.1 µM] | 1.1 | 2 | 1.1
C/C(=N/NC(=O)c1cc2ccccc2cc1O)c1ccco1 | ? | 0 | -22% | 22% | -9 | -14% | -0.8 | -11 | 0.8
CC1CCN(C(=O)CN(c2ccccc2)S(=O)(=O)N(C)C)CC1 | 18% | -4 | -18% | -3% | 7 | 5% | -0.6 | 2 | 0.3
O=C(NCCc1ccc(Cl)cc1)C1(c2ccccc2)CC1 | 12% | 6 | -24% | -1% | 27 | -2% | 0.9 | 0 | 2.1
Cc1cc(NC(=O)c2cc3n(n2)C(C(F)(F)F)CC(c2ccco2)N3)n(-c2ccccc2)n1 (stereo unspecified) | 1%[57.1 µM] | -4 | -23% | 10% | -12 | -25%[57.1 µM] | 0.4 | 2 | 0.3
CC(=O)Nc1ccccc1OCC(=O)N(Cc1ccccc1)C(C)C | -7% | -6 | -1% | -2% | 14 | -8% | -0.6 | 2 | -1.1
CC(=O)C1=C(c2ccc(Cl)c(Cl)c2)N(C(C)=O)n2c(C)nnc2S1 | -10%[57.1 µM] | -2 | -23% | 45µM* | . | 5%[57.1 µM] | . | 5 | 0.0
O=C(c1cc2c(s1)-c1ccccc1S(=O)(=O)C2)N1CCN(Cc2ccccc2)CC1 | 15% | -2 | -9% | 15% | -3 | 2% | 0.7 | 1 | -0.3
Cc1cc(C)cc(NC(=O)Cn2cc3c(n2)CCCCC3)c1 | . | 1 | . | . | -8 | . | 0.3 | . | -0.6
Cc1cc2cc(CN(Cc3cccs3)C(c3nnnn3C(C)(C)C)C(C)C)c3nnnn3c2cc1C (stereo unspecified) | -4% | 5 | -19% | 3% | -3 | -6% | 0.2 | -3 | 1.8
C=CCn1c(SCC(=O)Nc2cccc(S(N)(=O)=O)c2)nnc1C1CCCCC1 | 2% | -9 | -13% | 0% | -7 | 3% | 0.3 | 2 | -0.1
Nc1ccc(C(=O)NN2C(=O)[C@H](Cl)C2c2ccc(Cl)cc2)cc1 (stereo partly specified) | 11%[11.4 µM] | . | -21% | ? | . | 9%[11.4 µM] | . | -4 | .
Cc1c(NC(=O)c2cc([N+](=O)[O-])ccc2N2CCOCC2)cccc1-c1nc2ccccc2o1 | 2% | 2 | -30% | -4% | . | 9%[11.4 µM] | 0.1 | -1 | -1.2
CN(C(=O)CSc1nnc(-c2cccnc2)o1)C1CCCCC1 | -3% | -3 | -23% | 5% | 3 | -3% | -0.2 | 9 | 0.5
CCCCC[C@@H](/C=C/C1C(=O)C=C[C@H]1C/C=C\CCCC(=O)OC)OC(C)=O (stereo partly specified) | ? | . | ? | ? | . | -7% | . | 27 | .

Two successive records out of the list so far:
SMILES | TrxR1 inh | TRHR enhancer | USP1 inh | mIDH1 inhibitor | D2 antagonist | TrxR1 substrate | D2 agonist | PI4K2A inh | TRHR agonist
CN(C(=O)CSc1nnc(-c2cccnc2)o1)C1CCCCC1 | -3% | -3 | -23% | 5% | 3 | -3% | -0.2 | 9 | 0.5
CCCCC[C@@H](/C=C/C1C(=O)C=C[C@H]1C/C=C\CCCC(=O)OC)OC(C)=O (stereo partly specified) | ? | . | ? | ? | . | -7% | . | 27 | .

Copied from the list.
Cc1cc(NC(=O)c2cc3n(n2)C(C(F)(F)F)CC(c2ccco2)N3)n(-c2ccccc2)n1 (stereo unspecified) in PI4K2A inh has 2
Cc1cc(C)cc(NC(=O)Cn2cc3c(n2)CCCCC3)c1 in D2 agonist has 0.3
CCCCC[C@@H](/C=C/C1C(=O)C=C[C@H]1C/C=C\CCCC(=O)OC)OC(C)=O (stereo partly specified) in PI4K2A inh has 27
C=CCn1c(SCC(=O)Nc2cccc(S(N)(=O)=O)c2)nnc1C1CCCCC1 in D2 agonist has 0.3
Cc1cc2cc(CN(Cc3cccs3)C(c3nnnn3C(C)(C)C)C(C)C)c3nnnn3c2cc1C (stereo unspecified) in TrxR1 inh has -4%

(continued)
SMILES | TrxR1 inh | TRHR enhancer | USP1 inh | mIDH1 inhibitor | D2 antagonist | TrxR1 substrate | D2 agonist | PI4K2A inh | TRHR agonist
O=C(NCc1ccccc1)C1CCN(S(=O)(=O)N2CCCCCC2)CC1 | -2% | 1 | 3% | 0% | -1 | 3%[57.1 µM] | 0.6 | -7 | -0.4
COc1cc(C(=O)Nc2cccc(-c3nc4ncccc4o3)c2C)cc(OC)c1OC | 11% | 3 | 5% | -6% | -6 | 2% | 0.1 | -7 | 0.6
Cc1cccc(CN2CCc3c([nH]c4ccccc34)C2CC(C)C)n1 (stereo unspecified) | -17% | 6 | -3% | -4% | 3 | 5% | -0.7 | 0 | 0.4
C#CCN(CC=C)C(=O)c1cccc(OC2CCN(S(C)(=O)=O)CC2)c1 | 13% | 2 | -8% | -14% | -5 | -1% | 0.4 | -2 | 0.2
O=C(CCNC(=O)c1ccc([N+](=O)[O-])cc1)NCCc1ccccc1 | 30% | 0 | -12% | 3% | -1 | 6% | 0.2 | -1 | -0.1
COc1ccc(-c2nsc(NC(=O)c3ccccc3Br)n2)cc1 | 17% | -1 | -7% | 34%[activator] | . | 5% | -0.6 | -2 | 1.2
Cc1ccc(NC(=O)CNCc2ccccc2Cl)cc1S(=O)(=O)N(C)C | 6%[57.1 µM] | 6 | -16% | 10% | 0 | -22%[57.1 µM] | -2.1 | -2 | -0.4
COc1ccc(-n2c(O)c(C=NCc3ccccn3)c3ccccc3c2=O)c(OC)c1 | -21%[57.1 µM] | 7 | -19% | -4% | -8 | -5%[57.1 µM] | 1.0 | -4 | 0.5
CN(CCc1ccccc1)C(=O)c1cccc(NC(=O)Cc2cccc([N+](=O)[O-])c2)c1 | 13% | . | -26% | -8% | . | -2% | . | -3 | .
COc1cccc(NC(=O)CSC2=Nc3ccccc3C3=NC(CCC(=O)NCCc4ccccc4)C(=O)N23)c1 (stereo unspecified) | 13%[57.1 µM] | -4 | -10% | -13% | . | 2%[57.1 µM] | -0.2 | -3 | -0.1
CCc1nc(Nc2ccc3nccnc3c2)c2oc3ccccc3c2n1 | 23% | -6 | 316%[activator] | 4% | -16 | 26% | 1.0 | 3 | 1.1
CSc1cccc(Nc2cc(C(=O)NCCc3ccc(Cl)cc3)c3ccccc3n2)c1 | 36% | -4 | -21% | -7% | . | 18% | -0.2 | -4 | 1.1
Cc1ccc(CNC(=O)COCc2cc(-c3cccs3)on2)cc1 | -14% | 3 | -3% | -7% | . | -9% | -0.3 | 0 | -0.9
Cc1nc(SCC(=O)NCC2CCCO2)c2c3c(sc2n1)CCCC3 (stereo unspecified) | -1% | 7 | -27% | 4% | 0 | 5% | 0.5 | 0 | -0.2
